TCR activator: T cell receptor activation. 330,000 tested, under 10 active. Potency, µM (highest dose often 9.22 µM), without a hit: at the highest dose activation of IL-2 secretion, actives largely listed as activators. primary human leukocytes, anti-CD3, IL-2 HTRF, 48 h. AID 504894; also: % of control where 0% means no effect
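Readout: HTRF IL-2, Eu-cryptate/d2 antibody pair, 320nm excitation, 665nm emission. Stimulus: a-CD3 beads, no co-stimulation. Cells: primary human leukocytes. Exposure: 48 hr with compound.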
Eya2 inh: inhibitors of human Eya2 phosphatase activity | O00167 | recombinant Eya2, OMFP fluorescence dephosphorylation (OMFP is methylfluorescein phosphate) | Potency, µM (highest dose often 76.9 µM), for the others: top-dose activity, negative = inhibition, usual class: inhibitors | actives 0.006% (n = 330,000); also: potency is read from the fitted curve at half-maximal effect; % is scaled to controls: 0 for no effect and ±100 for the full control effect
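Eya2 protein (added as 0.2 uM solution) was preincubated with compound for 10 min at ambient temperature in 50 mM HEPES pH 7.5, 50 mM NaCl, 5 uM MgCl2, 0.05% BSA, 1 mM DTT. OMFP (added at 50 uM) then reacted 10 min; fluorescence read at 485/525 nm.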
Mito fusion yeast: blocks mitochondrial division or promotes mitochondrial fusion. S. cerevisiae fusion-defective mutant growth rescue, CellTiterGlo 48 h. Potency, µM (titrated, usually from 46.1 µM), for the others: at the top dose growth rescue (activation), hits mostly activators. actives 0.23% (n = 320,000). AID 485298;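 also: potency is read from the fitted curve at half-maximal effect; % of control where 0% means no effect; nearly all actives have a fitted effect of over 45% in size; temperature-sensitive fusion mutants such as fzo1-1 at 37 °C on non-fermentable ethanol glycerol medium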
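Read-out: ATP-based luminescence (CellTiterGlo, 10 min ambient) reporting growth of fusion-defective ts yeast after 48 hours at 37C on glycerol/ethanol YPEG medium in the presence of compound.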
Tb PFK inh: inhibitors of T. brucei phosphofructokinase. O15648. T. brucei PFK, ADP-Glo luminescence. Potency, µM (titrated, usually from 57.5 µM), without a hit: top-dose activity, negative = inhibition, most hits filed as inhibitors. actives 0.17% (n = 330,000);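 also: potency is read from the fitted curve at half-maximal effect; 0% = uninhibited 1x PFK enzyme wells and -100% = no-enzyme wells; nearly all actives have a fitted effect of over 60% in size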
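In TEA buffer at pH 8.0 with 5 mM MgCl2, enzyme (1.25 nM) converted F6P (0.5 mM) and ATP (0.1 mM) for 45 min at room temperature. ADP product was read by luciferase luminescence.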
TSG101-PTAP inh: blocks PTAP/TSG101 interaction to inhibit HIV-1 budding. Q99816. Fluorescence polarization, FITC-PTAP peptide / Tsg101 binding. Potency, µM (series often up to 115 µM), for inactives: at the top dose activity change, negative = inhibition, hits mostly inhibitors. 340,000 tested, under 10 active. AID 493005; active = well fitted inhibition curve with a large enough effect in the main read-out, with a control signal flat, not every such curve was filed as active; inconclusive = small, poorly fitted or top-dose-only effect, or effect the other way, or a change in a side signal; inactive = no such curve, though single readings can be large or run the other way; also: potency is read from the fitted curve at half-maximal effect; % of control where 0% means no effect
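Fluorescence anisotropy tracks displacement of a FITC-tagged PTAP peptide (50 nM) from the Tsg101 binding domain (10 uM), following a 20 min room-temperature incubation at pH 7.5.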
TSHR antagonist: human thyrotropin receptor antagonism; TSHR-expressing cells, TSH-stimulated cAMP HTRF, 2 h; active compounds read low; activity change, negative = inhibition, % at 11.5 µM; actives 0.2% (n = 330,000);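 active = activity change below a set negative limit, meaning inhibition stronger than a set level, cut at about -70% in these data; inconclusive = activity change between two set negative limits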; also: % is scaled to controls: 0 for no effect and ±100 for the full control effect
Target sequence (P16473 whole entry, looked up): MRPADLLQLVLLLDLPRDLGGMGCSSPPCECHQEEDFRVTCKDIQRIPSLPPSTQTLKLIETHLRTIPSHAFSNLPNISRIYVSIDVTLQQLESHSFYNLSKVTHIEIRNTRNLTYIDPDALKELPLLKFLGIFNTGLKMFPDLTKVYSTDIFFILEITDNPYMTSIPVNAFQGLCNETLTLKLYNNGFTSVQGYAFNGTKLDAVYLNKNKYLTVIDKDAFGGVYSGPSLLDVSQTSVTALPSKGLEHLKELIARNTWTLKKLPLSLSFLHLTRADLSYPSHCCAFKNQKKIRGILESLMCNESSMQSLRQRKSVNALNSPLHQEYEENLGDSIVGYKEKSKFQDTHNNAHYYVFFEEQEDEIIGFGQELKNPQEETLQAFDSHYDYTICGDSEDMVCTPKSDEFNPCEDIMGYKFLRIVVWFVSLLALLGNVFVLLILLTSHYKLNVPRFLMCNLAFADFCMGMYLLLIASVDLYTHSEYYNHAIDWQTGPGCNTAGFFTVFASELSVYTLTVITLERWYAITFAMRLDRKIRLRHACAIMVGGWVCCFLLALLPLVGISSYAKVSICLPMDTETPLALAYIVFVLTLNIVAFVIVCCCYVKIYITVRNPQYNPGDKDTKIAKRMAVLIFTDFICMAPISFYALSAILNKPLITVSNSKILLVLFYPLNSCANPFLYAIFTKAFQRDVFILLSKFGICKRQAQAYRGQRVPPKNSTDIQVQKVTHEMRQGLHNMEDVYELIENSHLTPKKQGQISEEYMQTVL
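TSHR-expressing cells, 200/well, pre-treated with compound, then stimulated with EC80 TSH (4nM final) for 2 hours at 37 deg C. cAMP measured by competitive HTRF: anti-cAMP cryptate antibody in lysis buffer plus cAMP-d2, read after 30 minutes at room temperature.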
ELG1 repair inh: inhibitors of ELG1-dependent DNA repair in HEK293T cells | Potency, µM (doses to about 46.1 µM), without a hit: at the highest dose activity change, negative = inhibition, usual class: inhibitors | HEK293T ELG1-luciferase reporter, luminescence, 16 h; DNA damage induced by 5-fluorouridine | actives 2.3% (n = 330,000) | AID 504467; also: potency is read from the fitted curve at half-maximal effect; % is scaled to controls: 0 for no effect and ±100 for the full control effect; nearly all actives have a fitted effect of over 55% in size
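Step one: seed 2,000 cells per well. Step two: pin-transfer compound or DMSO alongside 5-fluorouridine. Step three: incubate 16 hr, 37 °C, 5% CO2. Step four: add ONE-Glo, wait 30 min, read luminescence.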
uPA surface inh: inhibitors of cell surface uPA generation | cell surface uPA generation assay, qHTS | Potency, µM (doses to about 38.3 µM), for inactives: top-dose activity change, negative = inhibition, hits mostly inhibitors | actives 0.31% (n = 330,000) | AID 540303; active = well fitted inhibition curve with a large enough effect; inconclusive = small, poorly fitted or top-dose-only effect; inactive = no such curve, though single readings can be large or run the other way; tested in mouse RAW 264.7 cells; also: potency is read from the fitted curve at half-maximal effect; % is scaled to controls: 0 for no effect and ±100 for the full control effect; nearly all actives have a fitted effect of over 55% in size
B2AR arrestin: agonists driving beta-arrestin recruitment to human beta2-adrenergic receptor. P07550. beta-arrestin recruitment to beta2AR, cell-based reporter. Potency, µM (series often up to 46.1 µM), for the others: at the highest dose activation, usual class: activators. actives 0.02% (n = 330,000). AID 492947;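 also: potency is read from the fitted curve at half-maximal effect; 0% = DMSO controls and full agonism = EC100 isoproterenol or metaproterenol; nearly all actives have a fitted effect of over 65% in size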
USP2a block: blocks human ubiquitin-specific protease USP2a; Potency, µM (titrated, usually from 38.3 µM), for inactives: top-dose activity change, negative = inhibition, most hits filed as inhibitors; USP2 core, Ub-CHOP2 coupled fluorogenic reporter, 485/531; AID 463254; actives 0.01% (n = 330,000);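 also: potency is read from the fitted curve at half-maximal effect; plate controls were DMSO wells for no effect and full inhibition by NEM control for full effect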
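Cell-free coupled assay: 10nM USP2 core preincubated 30min RT with compound in Tris-HCl pH 8.0/CaCl2/CHAPS buffer, then 25nM Ub-CHOP2 and 25nM reporter substrate; fluorescence (Ex 485/Em 531) read after 60min RT, normalized to NEM inhibition, concentration-response curves fitted.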
BCR signal inh: blocks chronic active B-cell receptor signaling | AID 493014 | actives 0.05% (n = 340,000) | Potency, µM (titrated, usually from 46.1 µM), without a hit: top-dose ratio change, negative = lower green/red ratio, actives largely listed as inhibitors | ABC-DLBCL IkBa-CBG/CBR reporter, luminescence ratio, 4 h; active = well fitted inhibition curve with a large enough effect in the signal ratio, with a control signal flat, not every such curve was filed as active; inconclusive = small, poorly fitted or top-dose-only effect, or effect the other way, or a change in a side signal; the % refers to the signal ratio;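 also: potency is read from the fitted curve at half-maximal effect; plate controls were basal doxycycline-induced cells for no effect and cells given 10 µM MG132 for full effect; MG132 reads +100%, hits lower the ratio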
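Doxycycline induced both beetle luciferases in TMD8 lymphoma cells; IKK-driven degradation limits the IkappaBalpha-fused green signal, while red luminescence normalises for cell number and nonspecific effects. Compounds tested up to 46 uM, 4 hrs.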
* marks the source's active call; other numbers are inactive results; ? = inconclusive; / = not tested or not shown; [ ] = another dose, or the depositor's remark. Unless noted, calls follow the shape of the dose curve; as a rule, active = well fitted curve in the direction sought with a large enough effect; inconclusive = small, poorly fitted or top-dose-only effect, or another doubt; inactive = no such curve, though single readings can be large; an effect the other way counts as inactive or inconclusive. Random draw from the library. About 3% of those tested had a hit in this group.

SMILES	TCR activator	Eya2 inh	Mito fusion yeast	Tb PFK inh	TSG101-PTAP inh	TSHR antagonist	ELG1 repair inh	uPA surface inh	B2AR arrestin	USP2a block	BCR signal inh
COc1ccccc1NC(=O)c1c(N=Cc2cccc([N+](=O)[O-])c2)cnn1C	1%	-21%	-1%	2%	-10%	2	-18%	1%	2.2%	6%	?
CCN1CCCC1CNC(=O)c1csc2c1CCCC2 (configuration not stated)	-10%	-30%	4%	-8%	0%	3	11%	-3%	-0.1%	1%	6%
CCOC(=O)C1CCN(C(=O)C2CC(=O)N(c3ccc4c(c3)OCCO4)C2)CC1 (configuration not stated)	-2%	-9%	-3%	0%	-2%	15	12%	-4%	-0.6%	-5%	2%
CCC(=O)N1CCc2cc(Br)cc(S(=O)(=O)NCCCN(CC)Cc3ccccc3)c21	-3%	-5%	5%	3%	-3%	-4	-8%	-6%	0.4%	0%	3%
COC(=O)c1ccc(-c2nc(CN3CCC(C(=O)N4CCOCC4)CC3)c(C)o2)cc1	-6%	17%	-1%	8%	-4%	14	20%	-4%	-0.4%	1%	-18%
CN(C)C(/C=C/Nc1cccc(Br)c1)=C(C#N)C#N	2%	16%	-3%	1%	-5%	14	-3%	3%	-0.9%	3%	7%
C=CCc1cc(C=O)cc(OC)c1OCc1ccc(Cl)cc1	0%	-20%	7%	1%	1%	9	?	-1%	-0.5%	1%	?
CN1CC[n+]2cnc3ccccc3c21	-2%	/	0%	6%	-9%	19	0%	/	-0.8%	0%	?
CN(CCc1ccccn1)C(=O)Nc1ccc(C(C)(C)C)cc1	-1%	5%	9%	1%	3%	-2	?	-2%	0.2%	-1%	1%
C=CCn1c(SCC(=O)NCCO)nc2sc(C)c(C)c2c1=O	-2%	12%	-4%	-1%	-3%	-12	0%	0%	-0.1%	5%	?
CC1CCN(C(=O)c2ncn(Cc3ccccc3)c2C(=O)N2CCC(C)CC2)CC1	-1%	5%	/	0%	6%	6	3%	-1%	0.1%	5%	2%
COc1cc2ncnc(NCc3cc(F)ccc3F)c2cc1OC	-3%	-7%	13%	2%	0%	-11	6%	10%	-0.9%	-1%	1%
CCn1c(CCl)nc2cc(S(=O)(=O)N3CCOCC3)ccc21	3%	-10%	/	-1%	0%	7	?	-9%	?	4%	-3%
O=C(NCC(O)c1ccc([N+](=O)[O-])cc1)c1cccc(S(=O)(=O)N2CCOCC2)c1 (configuration not stated)	1%	0%	0%	0%	-4%	-1	2%	2%	-0.6%	1%	10%
O=C1CC(C(=O)N2CCOCC2)C2(CCCCC2)O1 (configuration not stated)	-4%	-6%	-1%	-3%	-7%	5	-5%	10%	0.0%	1%	7%
N#Cc1ccccc1NC(=O)COC(=O)/C=C/c1ccc(S(=O)(=O)N2CCOCC2)cc1	-5%	3%	/	-2%	0%	3	-6%	-13%	-0.5%	-1%	-4%
O=C(COc1ccccc1F)Nc1nnc(C2CCCC2)s1	-3%	-3%	-2%	-7%	-1%	-2	?	3%	-0.1%	2%	-13%
CCN(CCNC(=O)Nc1ccc(Cl)cc1)c1ccccc1	-6%	-10%	4%	-3%	-2%	-18	5.2µM*	-5%	0.3%	-2%	12%
COc1cccc(-c2c(-c3cc(OC)cc(OC)c3)n(C)c3ccc(-c4ccc5cc[nH]c5c4)cc23)c1	2%	0%	/	0%	-5%	7	27%	-8%	-0.1%	1%	4%
CC(C)(C)C(=O)NC(n1cnc2c(N3CCOCC3)ncnc21)C(Cl)(Cl)Cl (configuration not stated)	3%	0%	8%	0%	-1%	-16	?	5%	0.0%	5%	?
CCOC(=O)c1ccccc1NC(=O)CSc1nc2ccccc2n1CC(=O)N1CCCC1	-3%	8%	3%	3%	-8%	3	-1%	-14%	-1.5%	3%	-4%
CNc1nc(C(=O)O)nc(N2CCOCC2)n1	-1%[46.1 µM]	-2%	-4%	-1%	1%	17	-2%	17%	3.8%	0%	8%
CCC(NC(=O)OC(C)(C)C)C(=O)Oc1ccc2c3c(c(=O)oc2c1)CCC3 (configuration not stated)	3%	9%	2%	-9%	-8%	-8	5%	4%	-1.1%	1%	-1%
Cc1ccc(C(=O)N/C(=C/c2ccccc2)C(=O)NCC2CCCO2)cc1 (configuration not stated)	9%	-18%	-19%	4%	-3%	-10	3%	6%	-0.4%	2%	-11%
CN(c1ccccc1)S(=O)(=O)c1cccc(C(=O)Nc2nn[nH]n2)c1	4%	0%	4%	-2%	0%	-7	16%	2%	-0.1%	2%	0%
CCCCC(=O)N1CCCC(c2nc3c(nnn3Cc3cc(C)ccc3C)c(=O)[nH]2)C1 (configuration not stated)	/	-4%	-3%	1%	/	-14	?	-2%	0.4%	1%	?
COc1ccc(C(CNC(=O)c2cccc(S(=O)(=O)Nc3ccc(C)cc3)c2)N2CCOCC2)cc1 (configuration not stated)	2%	-5%	4%	-10%	-5%	-2	-25%	0%	0.0%	3%	-10%
CCOC(=O)C(C)C1(O)c2ccccc2-c2ncccc21 (configuration not stated)	1%	-10%	3%	1%	-8%	-1	6%	5%	0.1%	1%	1%
Cc1cc(=O)oc2cc3c(cc12)OCO3	12%	1%	6%	3%	1%	-5	7%	9%	-0.3%	-1%	6%
Cc1cc([N+](=O)[O-])nn1CC(=O)NC1CCCCC1	0%	-13%	11%	3%	-4%	7	7%	-1%	-0.2%	6%	-11%
O=C(NC(=S)Nc1ccccc1)c1ccc(Br)o1	-8%	-9%	-10%	8%	-4%	-11	?	-2%	-0.1%	1%	3%
Cc1ccc(C)c(OCCC(=O)OCC(=O)NC(=O)NCc2ccccc2)c1	2%	10%	-3%	1%	-2%	-10	?	0%	0.0%	-1%	?
COC(=O)c1c(NC(=O)CN(C)CC(=O)Nc2ccc(C)cc2)sc2c1CCC(C)C2 (configuration not stated)	-1%	-12%	0%	7%	-7%	-5	?	7%	0.4%	0%	-15%
CC(Oc1ccccc1)C(=O)Nc1ccc(S(=O)(=O)NCC2CCCO2)cc1 (configuration not stated)	-3%	17%	-1%	0%	-11%	4	-12%	-1%	-0.2%	-1%	-11%
Cc1ccc(S(=O)(=O)N(Cc2cccnc2)Cc2cc3ccccc3[nH]c2=O)cc1	-5%	-14%	3%	1%	-5%	-4	-13%	-3%	-0.2%	-2%	11%
Cc1ccc2[nH]cc(C(=O)CN3CCOCC3)c2c1	3%	-24%	-1%	0%	-3%	1	-2%	/	-1.9%	-8%	-12%
O=C(Nn1c(-c2ccccc2)nc2ccccc2c1=O)c1ccco1	8%	3%	0%	-6%	-7%	11	7%	/	0.2%	2%	-1%
CC1CCN(C(C(=O)O)c2ccccc2)CC1 (configuration not stated)	1%	0%	1%	1%	0%	6	5%	-1%	-0.3%	1%	?
COC(=O)c1ccc(NC(=O)c2ccccc2SC)cc1	-2%	4%	1%	2%	-6%	-6	?	/	-0.3%	1%	?
COCCNC(=O)/C(C#N)=C/c1ccc(N2CCOCC2)o1	8%	0%	-1%	3%	?	-9	17%	5%	0.9%	?	-3%
CSc1ccccc1OCc1cc(C(=O)N2CCC(c3ccncc3)CC2)no1	/	-6%	-13%	-1%	/	-47	3%	/	-0.2%	-1%	?
CCCCn1c(/N=C/c2cc(OC)ccc2O)nc2ccccc21	-5%	14%	3%	-6%	-4%	-4	-16%	-7%	-0.2%	3%	1%
O=C(Nc1cc(Cl)cc(Cl)c1)Nc1cnccn1	-8%	5%	-11%	4%	-4%	-8	-12%	7%	-0.2%	2%	8%
O=C(CN1CCN(c2ncccn2)CC1)NCc1ccccc1	-1%	-7%	-1%	-1%	0%	-1	-1%	10%	0.0%	2%	16%
CCN(CC)C(=O)Cn1cc(C(=O)C(=O)NCCCn2ccnc2)c2ccccc21	-12%	4%	3%	-3%	0%	2	0%	1%	-0.4%	7%	-7%

Screening results from PubChem.
